ALOX12 inh: inhibitors of human 12S-lipoxygenase ALOX12; P18054; purified 12hLO, xylenol orange hydroperoxide absorbance; Potency, µM (series often up to 108 µM), for inactives: at the top dose activity change, negative = inhibition, most hits filed as inhibitors; hit rate 1.1% among 580,000; active = well fitted inhibition curve with a large enough effect; inconclusive = small, poorly fitted or top-dose-only effect, or another doubt; inactive = no such curve, though single readings can be large or run the other way
Target sequence (P18054 whole entry, looked up): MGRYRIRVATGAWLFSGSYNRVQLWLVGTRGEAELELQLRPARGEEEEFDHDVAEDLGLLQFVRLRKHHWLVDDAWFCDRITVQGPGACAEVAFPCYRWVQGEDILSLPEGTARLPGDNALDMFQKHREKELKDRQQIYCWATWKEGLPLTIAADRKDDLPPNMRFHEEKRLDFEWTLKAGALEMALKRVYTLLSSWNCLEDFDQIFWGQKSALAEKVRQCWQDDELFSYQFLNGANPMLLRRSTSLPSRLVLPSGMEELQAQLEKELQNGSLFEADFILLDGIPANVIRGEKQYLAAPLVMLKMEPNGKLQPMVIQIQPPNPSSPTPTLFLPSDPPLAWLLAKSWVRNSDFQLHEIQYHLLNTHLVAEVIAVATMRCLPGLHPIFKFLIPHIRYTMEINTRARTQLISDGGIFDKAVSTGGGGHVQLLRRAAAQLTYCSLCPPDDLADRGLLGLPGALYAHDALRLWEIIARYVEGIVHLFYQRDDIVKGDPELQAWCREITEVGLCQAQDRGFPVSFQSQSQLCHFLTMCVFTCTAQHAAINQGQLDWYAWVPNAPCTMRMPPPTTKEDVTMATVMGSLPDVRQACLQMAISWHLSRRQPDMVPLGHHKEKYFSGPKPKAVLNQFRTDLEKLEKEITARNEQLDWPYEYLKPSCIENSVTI
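Purified human 12hLO at 150 nM in 25 mM Hepes, 0.01% Triton X-100, pH 7.0, preincubated 15 min at room temperature with compound. Reaction started with 40 uM arachidonic acid, 30 min at room temperature. Hydroperoxide measured by Fe-xylenol orange, 573/405 nm absorbance ratio.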
* marks the source's active call; other numbers are inactive results; i = inactive; ? = inconclusive; [ ] = another dose, or the depositor's remark. % is set by controls: 0 for no effect and ±100 for the full control effect; potency is the fitted concentration of half-maximal effect. Not all compounds are listed; rates above refer to the full screens.

ALOX12 inh,compound
?,N#Cc1ccc(C=Nc2ccc(OC(F)(F)C(F)F)c(N=Cc3ccc(C#N)cc3)c2)cc1
17.9%,CCCCCCc1ccc(C(=O)NNC(=O)c2ccccc2Cl)cc1
35.7%[activator],CN(Cc1cnc(N)nc1)C(=O)C(c1cccc(F)c1)N(C)C (stereo not given)
10.9%,Cc1cccc(OCC(=O)N2CCCC(c3noc(COc4ccccc4F)n3)C2)c1 (stereo not given)
-5.9%,O=C1CCN(S(=O)(=O)c2ccc(F)cc2)C(c2ccccc2)C1 (stereo not given)
35.7%[activator],COCCOc1cc(=O)n2c(c1C(=O)NC1CCCCC1)CCOCC2
?,NC(=S)NNC(N)=S
?,Cc1[nH]c2ccccc2c1C(=O)C(C)OC(=O)c1cccc(F)c1 (stereo not given)
23.0%,Cc1ccc(CC(=O)NCc2ccccn2)cc1
14.2%[176 µM],CC(C)(C)CC(=O)N[C@H]1C[C@H]2C(=O)Nc3cc(Cl)ccc3C(=O)N2C1
-29.8%[176 µM],COCCNC(=O)c1ccc2c(c1)NC(C)(COc1ccc(OC)cc1)CO2 (stereo not given)
-10.7%,COc1ccc(OCCN(C)C(=O)c2nn(C)c(=O)c3ccccc23)cc1
4.3%,CCOCCOC1CCN(C(=O)c2cccc(F)c2)CC1
-24.1%,Cc1ccc(C(=O)OCC(=O)c2ccc(C3CCCCC3)cc2)cc1
-14.2%,N#Cc1nc(-c2ccc(F)cc2)oc1N1CCN(C(=O)c2ccccc2F)CC1

Continued.
ALOX12 inh,compound
-47.0%,COc1ccc(C(=O)Nc2c(NCC3CCCCC3)c3ccccc3oc2=O)cc1OC
5.6%,O=C(O)CCc1ccc(S(=O)(=O)Nc2ccc(-c3ccccc3)cc2)cc1
0.562µM*,O=C(CSc1nc2nc[nH]c2c(=O)[nH]1)NCc1ccccc1
8.2%,N#Cc1c(NCc2ccncc2)nc(-c2ccccc2)c2c1CCCC2
25.3%,O=C(CCc1conc1-c1cccc(F)c1)NCC1CC1
?,Cc1ccc2nc(/C(C#N)=C\c3ccc(-c4cc(C(=O)O)cc(C(=O)O)c4)o3)[nH]c2c1
?,Cc1noc(C(C)Nc2ccc3oc(C(C)(C)C)nc3c2)n1 (stereo not given)
2.3%,COc1ccc(CCC(C)(O)c2cc(-c3ccc(OC)cc3)no2)cc1 (stereo not given)
-37.0%,CC1CCN(c2nc3c(s2)c(=O)n(C(C)C)c(=O)n3CC(=O)Nc2cccc(Cl)c2)CC1
39.2%[activator],O=C(Nc1cn[nH]c1)C1CCCN(c2cnccn2)C1 (stereo not given)
5.0%,Cc1ccc(CN2C[C@]34C=C[C@H](O3)C(C(=O)N(C)Cc3ccsc3)C4C2=O)cc1C (stereo not given in full)
-0.6%,CC(C)(C)NC(=O)N1CCCC(c2nc(CCOCC3CC3)no2)C1 (stereo not given)
?,O=C(COC(=O)c1cc(=O)c2ccccc2o1)c1ccc(OC(F)F)cc1
-2.2%,Cc1oc2cc(OCC(=O)NCc3ccccc3F)ccc2c(=O)c1Oc1ccccc1
8.9%,CCCN(Cc1nnc(-c2ccccc2Cl)o1)C(=O)c1ccc(S(=O)(=O)N2CCCC2)cc1

Other entries follow:
ALOX12 inh,compound
-10.2%[176 µM],COc1cncc(-c2cn(C)c(=O)n3cc(CNc4ccccc4)nc23)c1
1.7%,CCOc1ccc(CC(=O)N2CCC(Oc3nccnc3N(C)C)C2)cc1 (stereo not given)
35.5%[activator],CCCN1C(=O)CC[C@H]2CN(C(=O)CCOc3ccccc3C)CC[C@H]21
-15.0%,CCCc1noc(-c2ccn3c(CNC(=O)c4cccc(Cl)c4)nnc3c2)n1
-0.8%[6.33 µM],O=C1c2ccccc2CN1C1CCN([S+](=O)([O-])c2cccc(C(F)(F)F)c2)CC1
?,CCOc1cc(/C=C/c2ncc(C(=O)O)s2)cc(Cl)c1OC
-8.8%,COc1ccccc1CN(C)C(=O)NCc1ccc(S(=O)(=O)N2CCCCC2)cc1
-11.1%,CC(NC(=O)c1cc(Cl)ccc1Cl)c1ccc2c(c1)CCCC2 (stereo not given)
?,Cc1nc(C2CCCCN2C(=O)c2ccccc2F)n[nH]1 (stereo not given)
4.4%,Cc1cn2nnc(C(=O)N3CCC(C(=O)NC4CCCCC4)CC3)c2c(=O)[nH]1
53.1%[activator],Cc1cn2nc(-c3nc(C4CCCN(C(=O)c5ccc(C)c(F)c5)C4)no3)cc2c(=O)[nH]1 (stereo not given)
122.4%[activator],CC(C)Oc1ccc(CN2CC(C(=O)NCc3ccncc3)C3(CCOCC3)C2)cc1 (stereo not given)
30.9%,CCS(=O)(=O)N1CCC(Cc2ncc(C)n2Cc2ccccc2)C1 (stereo not given)
19.4%,CN1C(=O)c2cccn2CC1C(=O)NCc1ccccc1 (stereo not given)
40.0%[activator],Cc1ccoc1C(=O)N1CC(F)(F)C[C@H]1c1nnc(C2CC2)o1

(listing goes on)
ALOX12 inh,compound
?,O=C(NCCc1cccs1)c1ccc(Cn2ccn3nc4c(c3c2=O)CCCC4)cc1
10.9%,N#Cc1ccc(COc2ccccc2-c2ccccc2)cc1
0.0%[12.5 µM],CC(=O)N1CCN(c2cc(Cl)ncn2)C(=O)C1
23.5%,COc1ccc(-c2ocnc2C(=O)Nc2ccc(C)c(Cl)c2)cc1OC
24.1%,Cc1ccccc1C(=O)N1C(C(=O)N2CCOCC2)COC12CCC(C)CC2 (stereo not given)
-17.5%,COCc1nn(CC(=O)NC(C)Cc2cc(C)[nH]n2)c(=O)n1-c1ccccc1 (stereo not given)
15.8%,CN1CCC2(CC1)CN(C(=O)c1ccccc1)Cc1ccccc1O2
10.5%,COCCOC1CCN(C(=O)Cc2cccs2)CC1
i,CCCn1c(=O)c(C(=O)NNC(=O)c2ccccc2[N+](=O)[O-])c(O)c2ccccc21
20.2%,COCCCNC(=O)C(NC(=O)c1ccccc1C)C1CCN(C(=O)CCc2ccccc2)CC1 (stereo not given)
-3.3%,O=C(NCC1CCCO1)c1nnn2cc(-c3ccccc3)[nH]c(=O)c12 (stereo not given)
33.1%[activator],Cc1noc([C@@H]2CN(C(=O)Cc3ccsc3)C[C@H]2C(N)=O)n1
?,NCCN1C(=O)CC[C@H]2CN(C(=O)C3(c4ccccc4)CC3)CC[C@H]21
15.6%,COCCn1cnnc1CN(C)C(=O)c1ccc2nc(C)cn2c1
-8.8%,O=C(CN1CCN(C(=O)c2ccccc2-c2ncc(-c3ccccc3)o2)CC1)N1CCCC1

In the list so far, these have an NH in an aromatic ring.
ALOX12 inh,compound
?,Cc1[nH]c2ccccc2c1C(=O)C(C)OC(=O)c1cccc(F)c1 (stereo not given)
0.562µM*,O=C(CSc1nc2nc[nH]c2c(=O)[nH]1)NCc1ccccc1
?,Cc1ccc2nc(/C(C#N)=C\c3ccc(-c4cc(C(=O)O)cc(C(=O)O)c4)o3)[nH]c2c1
39.2%[activator],O=C(Nc1cn[nH]c1)C1CCCN(c2cnccn2)C1 (stereo not given)
?,Cc1nc(C2CCCCN2C(=O)c2ccccc2F)n[nH]1 (stereo not given)
4.4%,Cc1cn2nnc(C(=O)N3CCC(C(=O)NC4CCCCC4)CC3)c2c(=O)[nH]1
53.1%[activator],Cc1cn2nc(-c3nc(C4CCCN(C(=O)c5ccc(C)c(F)c5)C4)no3)cc2c(=O)[nH]1 (stereo not given)
-17.5%,COCc1nn(CC(=O)NC(C)Cc2cc(C)[nH]n2)c(=O)n1-c1ccccc1 (stereo not given)
-3.3%,O=C(NCC1CCCO1)c1nnn2cc(-c3ccccc3)[nH]c(=O)c12 (stereo not given)

Later entries.
ALOX12 inh,compound
-3.3%[176 µM],CC(O)CNC(=O)c1ccc(-c2ncc3cnc(C4=CCOCC4)cn23)cc1 (stereo not given)
-29.1%,COc1cc(C(=O)OC2/C=C(\C)CCC3OC3(C)CC(O)[C@@H]2C(C)C)cc(OC)c1OC (stereo not given in full)
?,Cn1ncc2c(C(=O)NCCc3ccc(Cl)cc3)cc(-c3ccc(Cl)cc3)nc21
24.4%[176 µM],COc1ccc(CN2C[C@@H](F)[C@@H](OCc3nc4ccc(C)cc4[nH]3)C2)cc1
-6.5%,Cc1noc(-c2cn(C3CCN(C(=O)c4ccco4)CC3)nn2)n1
-17.6%,CCN(CC)S(=O)(=O)c1ccc(C(=O)C(C#N)c2nc(C)cs2)cc1 (stereo not given)
?,O=c1c2ccccc2ncn1Cc1ncc(-c2ccc(Cl)cc2)o1
19.5%,COc1cc(OC)cc(OCc2nc3c(n2Cc2ccccc2)C(=O)N(Cc2ccccc2F)CCN3)c1
-7.9%,COC1CCC12CCN(C(=O)Cc1cccc(F)c1)CC2 (stereo not given)
-6.1%,O=C(CSc1n[nH]c(-c2ccccc2F)n1)Nc1ccc2c(c1)OCCCO2
?,CC(NC(=O)c1ccco1)C(=O)Nc1nc(-c2cccc3ccccc23)cs1 (stereo not given)
32.7%[activator],Cc1cc(C[C@@H]2COC[C@@H]2NC(=O)c2ccc3nc(C)sc3c2)on1
20.1%,CNC(=O)[C@H]1C[C@H](Oc2ccccc2)CN1C(=O)c1ccccn1
1.7%,O=C(C1CC12CCN(Cc1cccc3cccnc13)CC2)N1CCN(Cc2cccs2)CC1 (stereo not given)
43.0%[activator],CC(C)Cc1noc(CN(C)C(=O)c2cc(C(C)C)n3ncnc3n2)n1

2 of the compounds above, as labelled records:
O=C(C1CC12CCN(Cc1cccc3cccnc13)CC2)N1CCN(Cc2cccs2)CC1 (stereo not given)
  ALOX12 inh: 1.7%
CC(C)Cc1noc(CN(C)C(=O)c2cc(C(C)C)n3ncnc3n2)n1
  ALOX12 inh: 43.0%[activator]

Going on with the list.
ALOX12 inh,compound
0.0%,C=C(C)Cn1c(N2CCN(CC(=O)OCC)CC2)nc2c1c(=O)[nH]c(=O)n2C
0.0%,O=c1c(-c2ccc(F)cc2)nc2cnc(Oc3cccc(Cl)c3)nc2n1C[C@H]1CCCO1
0.3%,COc1ccccc1CNC(=O)CCc1nnc2ccc(NCc3ccc4c(c3)OCO4)nn12
?,Clc1ccc(NC2(c3nnnn3-c3ccccc3)CCCC2)cc1
-0.4%,COc1ccc(C(=O)N2CCC3(CC2)C(OC)CN3c2cccc(F)c2)cc1F (stereo not given)
1.1%,O=C(NC1CCCCCC1)C1CCN(c2cn[nH]c(=O)c2)C1 (stereo not given)
-10.7%,COc1ccc(OC)c(CCNc2nc3cnc(-c4ccccc4Oc4ccccc4)cc3n2C)c1
-11.0%,Cc1ccc(C2=NC3(CCN(C(=O)c4ccco4)CC3)ON2)cc1
-0.5%,Nc1nc(COC(=O)c2cccc(Cl)c2Cl)nc2ccccc12
1.9%,COc1cc(Cl)cc(C(=O)N2CCC3(CCCNC3)C2)c1 (stereo not given)
5.01µM*,O=C(c1ccc2c(c1)OCO2)N1CCC2(CC1)NC(=O)N(c1ccccc1)N2
-8.1%,Cc1oc(-c2ccc(Cl)cc2)nc1CSc1nc2ccncc2[nH]1
?,Cc1sc(NC(=O)c2cc3ccccc3o2)c(C#N)c1C
18.2%,COCc1nc(CCNS(=O)(=O)c2cccc(OC)c2)no1
32.6%[activator],COc1ccccc1NC(=O)N(C)CC1CCOCC1

The listing continues.
ALOX12 inh,compound
110.6%[activator][176 µM],CC(C)NC(=O)NC[C@H]1O[C@@H](CO)[C@@H](O)[C@H]1N(C)CCN(C)C
?,Cc1cc(C)cc(NC(=O)C2CCCN2c2ncnc3ccccc23)c1 (stereo not given)
?,Cc1ccc(C)c(-c2csc(-c3ccc(O)cc3)n2)c1
220.2%[activator][176 µM],CC(C)N1C[C@@H]2C[C@H]1C(=O)N(Cc1ccccc1)c1ccccc1O2
36.6%[activator],C=CCn1c(SCc2nc3ccccc3o2)nc2ccccc2c1=O
-11.5%,O=C(NCc1ccc(CN2CCCCC2)cc1)c1cc(=O)[nH]c2ccccc12
83.1%[activator][176 µM],C[S+](=O)([O-])N1CCC2(C1)N=C(c1ccccn1)C(=O)N2 (stereo not given)
33.5%[activator],CCN(CC1CCCN(CCc2cccc(OC)c2)C1)C(=O)c1cc(C)no1 (stereo not given)
8.6%[176 µM],Cc1nn(CCC#N)c(C)c1[C@@H]1C=C[C@@H](NC(=O)NCc2ccccc2)C1
4.5%,CC(=O)c1ccc(O)c(C)c1
-4.3%,O=CNNC(=S)Nc1ccccc1C(F)(F)F
5.0%,CCc1c(C)sc(NC(=O)c2cccc(F)c2)c1C#N
39.1%[176 µM],Fc1ccc2nc(CO[C@H]3CN(Cc4cnc5ccccc5c4)C[C@H]3F)[nH]c2c1
?,CCOc1ccc(NC(=O)C(C#N)=C2CCC(C)CC2)cc1 (stereo not given)
33.1%,Cc1ccccc1CN1CCn2c(nn(CC3COc4ccccc4O3)c2=O)C1=O (stereo not given)

Later entries
ALOX12 inh,compound
-4.3%,Cn1nccc1C(=O)N1CCC(n2nccc2NC(=O)CCOc2ccccc2)CC1
19.6%,Cc1c(Cl)ccc2c(C(=O)NC3CCCCC3)cc(-c3ccccc3)nc12
5.5%,CCc1ccccc1NC(=O)N(C)Cc1nc(-c2ccccc2C)oc1C
46.3%,CNC(=O)[C@@H]1CN(C(=O)c2ccc3ncccc3c2)C[C@H]1c1n[nH]c(C)n1
-11.6%,COc1cccc(-c2ccc(=O)n(CC(=O)N3CCC(Cc4ccccc4)CC3)n2)c1
-1.5%,Cc1ccc(-n2c(C3CCN(C(=O)C4(c5ccccc5)CC4)CC3)n[nH]c2=O)cc1
4.9%,Cc1oc(-c2ccccc2)nc1CC(=O)Nc1ccc(N2CCCC2=O)c(Cl)c1
?,CC(CCc1ccc(O)cc1)N1CCOc2c(O)cc(-c3nc4ccccc4s3)cc2C1 (stereo not given)
47.2%[activator],CN1CCC(OC2CCN(S(=O)(=O)c3ccc(F)cc3F)CC2)CC1
3.6%,CC(O)c1cc2n(n1)CCCN(C(=O)c1ccc(-c3nnn(C)n3)cc1)C2 (stereo not given)
?,COc1ccc(OCCOC(=O)C2Cc3ccccc3C(=O)O2)cc1 (stereo not given)
50.6%[activator][176 µM],CC(C)(C)c1cc(C[C@@H]2C[C@H](NC3CCOCC3)C2(C)C)no1

Bioassay records: PubChem BioAssay, National Center for Advancing Translational Sciences (NCATS)
